# Assay outcomes (PubChem)
# Efa HMGR inh: E. faecalis class II HMG-CoA reductase inhibition. purified E. faecalis HMGR, NADPH absorbance 340 nm kinetic. inhibition, % at 10 µM. 190,000 tested, 0.41% active. AID 1066;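 active = inhibition above a set limit, the median over all tested compounds plus 3 SD, cut at about 9.5% in these data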;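 also: enzyme runs in reverse so mevalonate oxidation gives rising NADPH absorbance; 0% = complete reaction with DMSO and 100% = background rate lacking mevalonate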
# STAT3 act: increases IL-6 driven STAT3 reporter signal | U3A cells, IL-6 STAT3-luciferase reporter, luminescence; 100% = signal with IL-6 EC80 alone | 190,000 tested, 0.91% active | activation (% of control), % at 5.6 µM;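 active = activation above the screen-wide mean of compound activation plus 3 SD, cut at about 130% in these data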;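 also: 0% = background luminescence of wells with medium and substrate only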
#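 Material: human STAT1-deficient U3A cells with stable STAT3-luciferase reporter / Probe or stimulus: IL-6 stimulus at 33 ng/mL final / Schedule: 1 h compound pre-exposure, 6 h IL-6 stimulation, 37 °C / Technique: luminescence / Read-out basis: percent of IL-6-only median luminescence / Control set: IL-6-only high control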
# STAT1 act: activators of IFN-gamma induced STAT1 signaling. NIH 3T3 STAT1-luciferase reporter, luminescence; 100% = IFN-gamma alone, no compound. activation (% of control), % at 5.5 µM. 200,000 tested, 2.6% active. AID 932;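 active = activation above the screen-wide mean activation plus 3 SD, cut at about 130% in these data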;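 also: raw ratio to IFN-gamma control signal so 100% means no change and 0% no light; values of inactives mirror those of a sister screen read the other way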
# NF-kB expr up: compounds increasing NF-kB expression in human neuronal cells | fold change at 12.5 µM | AID 1239 | 190,000 tested, 1.6% active | NF-kB reporter expression; stronger effect = higher value; in the data active = fold change above about 3.3
# STAT1 inh: STAT1 signaling inhibition | 200,000 tested, 0.35% active | NIH 3T3 STAT1-luciferase reporter, IFN-gamma, luminescence | AID 920 | inhibition, % at 5.5 µM;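 active = inhibition above a set limit, the mean inhibition across all tested compounds plus 3 SD, cut at about 34% in these data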;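 also: 0% = IFN-gamma with DMSO and 100% = IFN-gamma with 300 µM nifuroxazide; values of inactives mirror those of a sister screen read the other way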
# Redox H2O2 prof: compounds producing H2O2 with reducing agent – biochemical, NIH compound library profiling, artefact control for MLSCN library redox annotation, primary screen; DTT-dependent redox cycling H2O2, phenol red/HRP absorbance; 100% = 100 µM peroxide control, 0% = buffer; activation, % at 10 µM; 200,000 tested, 0.03% active; AID 878;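 active = activation of at least 50% relative to the plate's high and low controls in the primary single-dose screen; inactive = activation below 50%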;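 also: compound incubated with DTT at 0.8 mM final as the reducing agent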
# APP 5'UTR act: APP 5'UTR luciferase reporter activation; activation, % at 2 µM; SH-SY5Y APP 5'UTR luciferase reporter, luminescence; zero percent = DMSO vehicle wells; 190,000 tested, 1% active;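 active = activation above a set limit, based on mean plus 3 SD of controls, cut at about 140% in these data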; also: values of inactives mirror those of a sister screen read the other way
# Hsp70 activator: transcriptional activators of Hsp70 | HeLa Hsp70 promoter luciferase reporter, luminescence; scaled: vehicle 0, proteasome-inhibitor control 100% | activation, % at 10 µM | 200,000 tested, 0.04% active;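 active = activation above the mean across all tested compounds plus 3 SD, cutoff set per campaign, cut at about 5.5% in these data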;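 also: 100% = MG132 at 30 µM as the positive control and 0% = DMSO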
# STAT3 blocker: STAT3 signaling inhibition. 190,000 tested, 0.89% active. U3A cells, IL-6 STAT3-luciferase reporter, luminescence; host cell line lacks STAT1. inhibition, % at 5.5 µM. AID 862;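 active = inhibition above the mean inhibition across all screened compounds plus 3 SD, cut at about 44% in these data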;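 also: 0% = DMSO only wells and 100% = 100 µM nifuroxazide control wells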
# TLR4-MyD88 BLA: blocks binding of human TLR4 to MyD88. inhibition, % at 8.4 µM. HeLa CL3-4 TLR4/MyD88 BLA complementation, FRET ratio. 200,000 tested, 0.18% active; in the data active = inhibition above about 25%;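 also: 0% = vehicle and 100% = reference inhibitor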
# Target sequence (O00206 whole entry, looked up): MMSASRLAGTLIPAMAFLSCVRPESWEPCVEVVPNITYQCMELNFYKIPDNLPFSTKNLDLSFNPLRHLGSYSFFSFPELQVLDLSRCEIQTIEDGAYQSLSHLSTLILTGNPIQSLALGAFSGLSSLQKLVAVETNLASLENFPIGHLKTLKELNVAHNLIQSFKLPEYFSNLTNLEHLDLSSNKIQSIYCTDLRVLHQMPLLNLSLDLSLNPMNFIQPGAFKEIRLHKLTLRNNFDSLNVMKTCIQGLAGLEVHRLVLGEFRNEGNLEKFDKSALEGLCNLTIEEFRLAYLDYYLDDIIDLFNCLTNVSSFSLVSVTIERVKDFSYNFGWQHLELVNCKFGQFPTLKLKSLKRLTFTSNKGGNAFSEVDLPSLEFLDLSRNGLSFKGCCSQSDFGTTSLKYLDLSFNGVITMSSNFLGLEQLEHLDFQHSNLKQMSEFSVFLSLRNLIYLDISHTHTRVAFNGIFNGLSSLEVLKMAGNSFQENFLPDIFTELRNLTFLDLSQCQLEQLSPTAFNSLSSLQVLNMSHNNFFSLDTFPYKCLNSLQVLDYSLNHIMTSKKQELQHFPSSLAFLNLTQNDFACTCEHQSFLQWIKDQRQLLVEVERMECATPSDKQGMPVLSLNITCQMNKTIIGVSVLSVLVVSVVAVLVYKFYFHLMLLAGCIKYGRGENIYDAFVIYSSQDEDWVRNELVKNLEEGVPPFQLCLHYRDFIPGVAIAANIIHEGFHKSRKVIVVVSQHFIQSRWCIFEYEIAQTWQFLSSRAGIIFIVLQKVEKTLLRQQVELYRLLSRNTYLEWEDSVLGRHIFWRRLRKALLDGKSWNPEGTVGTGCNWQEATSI
# Target sequence (Q99836 whole entry, looked up): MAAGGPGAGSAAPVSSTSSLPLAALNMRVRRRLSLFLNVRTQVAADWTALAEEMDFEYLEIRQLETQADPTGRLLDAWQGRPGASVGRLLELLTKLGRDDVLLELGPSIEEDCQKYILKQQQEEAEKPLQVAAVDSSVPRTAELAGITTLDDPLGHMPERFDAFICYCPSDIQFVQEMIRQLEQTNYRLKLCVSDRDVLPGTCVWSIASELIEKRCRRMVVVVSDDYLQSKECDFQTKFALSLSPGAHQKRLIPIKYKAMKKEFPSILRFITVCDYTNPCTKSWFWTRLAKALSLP
# Starred values were filed as active, the others as inactive; nt = no result given.
# The first 3 entries, ahead of the listing:
SMILES,Efa HMGR inh,STAT3 act,STAT1 act,NF-kB expr up,STAT1 inh,Redox H2O2 prof,APP 5'UTR act,Hsp70 activator,STAT3 blocker,TLR4-MyD88 BLA
COC(=O)c1cc(NC(=O)Nc2ccccc2)ccc1Cl,-5,93,112,1.6,-14,0.0,15,-0.5,7,-1
O=C(OCCN=C1NS(=O)(=O)c2ccccc21)c1ccncc1,2,100,99,1.4,1,0.2,12,0.1,4,7
COc1cc(/C=C/C(=O)c2ccc(NS(=O)(=O)c3ccc(C)cc3)cc2)ccc1OC(F)F,2,108,100,1.5,0,0.2,-9,-0.4,-5,1

# The listing, repeating the preview:
SMILES,Efa HMGR inh,STAT3 act,STAT1 act,NF-kB expr up,STAT1 inh,Redox H2O2 prof,APP 5'UTR act,Hsp70 activator,STAT3 blocker,TLR4-MyD88 BLA
COC(=O)c1cc(NC(=O)Nc2ccccc2)ccc1Cl,-5,93,112,1.6,-14,0.0,15,-0.5,7,-1
O=C(OCCN=C1NS(=O)(=O)c2ccccc21)c1ccncc1,2,100,99,1.4,1,0.2,12,0.1,4,7
COc1cc(/C=C/C(=O)c2ccc(NS(=O)(=O)c3ccc(C)cc3)cc2)ccc1OC(F)F,2,108,100,1.5,0,0.2,-9,-0.4,-5,1
COC(=O)c1cccc(Cn2cc([N+](=O)[O-])cn2)c1,2,100,94,1.2,6,-1.4,5,-0.2,1,-9
CCOc1ccccc1C(=O)Nc1cc(OC)ccc1OC,-1,82,101,0.75,-1,-0.7,-22,-0.3,27,-1
CCn1c(COc2cccc(C)c2)nc2ccccc21,-9,83,105,1.4,-5,0.3,1,-0.1,23,3
C/C(=N\Nc1ccc([N+](=O)[O-])cc1)c1ccc(-n2nncc2C)cc1,1,98,107,1,-5,0.0,-30,0.0,0,-4
CCOC(=O)c1c(C)cc(C)[nH]c1=O,-6,98,102,0.93,-5,-1.1,13,0.1,5,3
C=C(c1ccc(OC)cc1)c1ccc(OC)cc1,4,101,95,1.8,6,0.4,14,-0.5,4,0
CCSc1nnc(NC(=O)c2cccs2)s1,-4,99,122,1.5,-22,-0.7,21,-0.3,8,-5
O=C(c1ccccn1)N1N=C2/C(=C/c3ccccc3)CCCC2C1c1ccccc1 (stereo not drawn),1,114,93,0.9,8,-0.6,12,0.4,-13,3
COC(=O)c1ccccc1Oc1ccc(NC(=O)CCCl)cc1,-7,102,103,0.95,-3,-1.3,6,0.1,-1,-6
Cc1ccccc1OCc1nnc(SCC(=O)Nc2ccc3c(c2)oc2ccccc23)n1C,-2,112,101,1.2,0,3.2,2,-0.5,-11,2
O=c1c2ccccc2nc(N/N=C/c2ccccc2)n1O,2,81,113,1.2,-14,1.2,5,0.3,26,-6
COc1ccccc1N1CCN(CCCNC(=O)Nc2ccccc2C)CC1,0,90,100,1.1,-1,0.4,16,0.1,18,9
Cc1ccc(N=C2NC(=O)C(CC(=O)O)S2)cc1 (stereo not drawn),-3,99,99,1.2,1,-4.2,6,-0.1,6,9
Cc1ccccc1NC(=O)COc1nsnc1N1CCOCC1,-2,108,94,1.2,7,2.6,3,-0.2,-5,3
CCOC(=O)c1sc(N(Cc2ccccc2)C(=O)COC(=O)c2cnccn2)nc1C,-2,106,102,1.3,-2,-2.1,-4,0.0,-8,-10
O=C(NCCN1CCOCC1)c1cc(=O)[nH]c2ccc(Br)cc12,-1,95,98,0.94,3,1.6,nt,-0.3,12,-14
Cc1ccc(N=C2c3ccccc3C(=O)C2[N+](=O)[O-])cc1C (stereo not drawn),-7,98,106,1,-8,-1.3,27,-0.1,13,-4
Cc1ccc(NC(=O)Cc2ccc(F)cc2)cc1,2,98,101,1.4,-1,-0.3,29,-0.2,7,8
Cc1ccc(C(=O)CSc2nc(C(C)C)nc3ccccc23)cc1,7,85,103,1,-5,-0.5,0,-0.4,20,-1
CCO[C@H]1OC(C(=O)O)=C[C@@H](c2csc3ccccc23)[C@@H]1CCCO,-3,nt,101,0.97,1,1.1,4,-0.1,nt,-1
CCNC(=O)NC(=O)C(C)OC(=O)c1cccn1C (stereo not drawn),-3,102,102,1.1,-3,-2.2,-16,0.4,5,-5
Cc1ccccc1Nc1nc(N)nc(COC(=O)c2cccc(S(=O)(=O)N(C)C)c2)n1,-7,89,102,0.91,-2,-0.4,0,-0.7,11,-18
CCSc1nnc(NC(=O)c2nn(C(C)C)c(=O)c3ccccc23)s1,4,91,95,1.1,5,16,8,-0.3,14,2
Cc1noc(C)c1S(=O)(=O)Nc1ccc(C(=O)N2CCCCC2)cc1,-3,97,98,0.97,2,0.1,1,-0.3,10,2
CCN(CC)c1ccc2cc(-c3nc(-c4ccc(OC)cc4)cs3)c(=O)oc2c1,-3,93,99,1,2,0.9,10,-0.2,10,80*
COc1cccc(CNCC(=O)Nc2ccc(N3CCOCC3)cc2)c1,-4,106,94,nt,6,-1.0,7,0.3,0,4
CCOC(=O)c1ccc(N(CC(=O)NC2CCCC2)C(=O)CNC(=O)c2ccco2)cc1,2,104,87,1,14,3.4,-10,-0.2,0,-21

# Compound profiles, as listed above. Screens in order: Efa HMGR inh	STAT3 act	STAT1 act	NF-kB expr up	STAT1 inh	Redox H2O2 prof	APP 5'UTR act	Hsp70 activator	STAT3 blocker	TLR4-MyD88 BLA
# Listed for COc1ccccc1N1CCN(CCCNC(=O)Nc2ccccc2C)CC1 : 0	90	100	1.1	-1	0.4	16	0.1	18	9
# Listed for Cc1ccccc1Nc1nc(N)nc(COC(=O)c2cccc(S(=O)(=O)N(C)C)c2)n1 : -7	89	102	0.91	-2	-0.4	0	-0.7	11	-18
# Listed for Cc1ccc(N=C2c3ccccc3C(=O)C2[N+](=O)[O-])cc1C (stereo not drawn) : -7	98	106	1	-8	-1.3	27	-0.1	13	-4
# Listed for Cc1ccc(NC(=O)Cc2ccc(F)cc2)cc1 : 2	98	101	1.4	-1	-0.3	29	-0.2	7	8
# Listed for CCOC(=O)c1ccc(N(CC(=O)NC2CCCC2)C(=O)CNC(=O)c2ccco2)cc1 : 2	104	87	1	14	3.4	-10	-0.2	0	-21

# The list continues.
SMILES,Efa HMGR inh,STAT3 act,STAT1 act,NF-kB expr up,STAT1 inh,Redox H2O2 prof,APP 5'UTR act,Hsp70 activator,STAT3 blocker,TLR4-MyD88 BLA
CCOC(=O)CNC(=S)N(Cc1cccs1)C1CCCC1,-3,90,100,0.82,-1,-0.5,-19,-0.4,12,-6
Cc1ccc(C(NC(=O)C(C)C)c2cc([N+](=O)[O-])c3cccnc3c2O)cc1 (stereo not drawn),4,109,107,0.9,-7,-0.3,-2,0.2,-12,5
Cc1ccc(C(=O)NCC(=O)OCC(=O)NCC(F)(F)F)cc1,3,107,99,0.93,0,-1.8,38,-0.3,-1,-4
CC(C)NC(=O)CC1OC(=O)c2ccccc21 (stereo not drawn),0,98,102,0.97,-2,0.7,9,-0.2,7,-5
CC(NC(=O)Nc1ccc2c(c1)OCO2)c1ccncc1 (stereo not drawn),1,100,98,1.6,2,-0.2,12,-0.2,10,-12
Cc1ccc(NC(=O)CSc2nnc(NC(=O)c3ccco3)s2)cc1,-6,106,101,1.4,-2,-0.2,-1,0.1,0,6
CCOc1ccc(N(CC(=O)NCC(C)C)S(C)(=O)=O)cc1,-7,98,95,1,6,-0.8,-8,-0.3,9,1
Cn1c(=O)c2c(nc(N3CCOCC3)n2CCc2ccccc2)n(C)c1=O,-6,92,97,1.1,2,-1.3,1,-0.3,14,18
NC(=O)c1cc(N=Nc2c(N)[nH]n(-c3c(Cl)cc(Cl)cc3Cl)c2=O)ccc1Cl,-5,95,104,1.7,-5,-2.1,6,-0.1,10,-2
O=C(CSc1nc2ccccc2o1)NCc1ccco1,-4,100,105,1.1,-6,1.0,4,0.0,7,4
CC(C)(C)c1cc(C(C)(C)C)cc(S(=O)(=O)CCc2ccccn2)c1,nt,105,92,1,8,-0.5,-1,-0.1,-4,-2
COc1ccccc1N1CCN(S(=O)(=O)c2ccc3c4c(cccc24)C(=O)N3)CC1,-5,118,102,0.74,-4,-0.3,5,-0.5,-17,-14
CCN(C(C)=O)N(CC)c1nc(Cl)nc(NC(C)C)n1,-4,105,105,1,-5,0.5,12,-0.4,-5,1
Clc1ccc(-c2cc(CSc3cccc(Cl)c3)on2)cc1,1,81,98,1.3,2,0.3,nt,0.3,29,-9
Cc1ccc(C(=O)N2CCCCCC2)cc1Br,0,102,103,1.2,-3,2.8,13,-0.4,1,0
CCOC(=O)c1sc(NC(=O)CSc2nc3c(c(=O)n2-c2ccc(C)cc2)SCC3)c(C(=O)OCC)c1C,-2,110,101,1.1,-1,1.2,-10,-0.1,-12,-6
CCC(=O)NCCN1CCN(C(=O)CC)CC1,2,97,94,1.1,6,0.1,18,-0.2,6,8
CCOc1ccc2cc(C(=O)c3ccccc3)c(=O)oc2c1,-8,92,111,2.1,-13,-0.4,39,0.3,9,-14
Cn1c(=O)oc2cc(S(=O)(=O)NCC3CCCO3)ccc21 (stereo not drawn),nt,130,109,nt,-8,0.4,-32,3.6,-32,7
O=C(NC(=S)NNC(=O)c1cccs1)c1ccc(Br)o1,-2,102,93,1,8,0.1,1,-0.1,-4,6
Cc1ccc(CC(=O)Nc2cccc(C)n2)cc1,1,104,126,1.9,-23,0.7,58,0.4,-2,-1
CN(C)c1ccc(C(=O)/C=C/c2ccccc2)cc1,2,93,138*,4.9*,-41,0.1,140*,-0.1,13,6
COc1cc(-c2nnco2)cc(OC)c1OC,-3,97,101,1.3,-2,-1.1,61,-0.1,5,-19
CCn1c(SCC(N)=O)nnc1-c1ccc(S(=O)(=O)N2CCN(C)CC2)cc1,0,105,100,1.1,0,0.5,0,-0.1,-4,0
COc1ccccc1N1CCN(CC(=O)c2c(C)n(C)c3ccccc23)CC1,-7,86,93,0.91,7,2.6,-4,-0.1,25,-10
CCOC(=O)C1=C(CN2CCC(C)CC2)NC(=O)NC1c1ccc(Cl)cc1 (stereo not drawn),-3,105,94,0.88,6,0.6,-6,-0.1,-2,10
Cc1ccc(S(=O)(=O)N(C)c2ccc(OCC(=O)NC3=NCCS3)cc2)cc1,1,93,93,1.4,7,-2.6,3,-0.2,9,-12
CCOCCCN(Cc1cc2cc(C)cc(C)c2[nH]c1=O)C(=O)N(CC)CC,1,103,104,0.86,-4,2.7,-1,-0.4,2,-7
Cc1[nH]c2ccccc2c1C(c1ccccn1)N1CCC(C(N)=O)CC1 (stereo not drawn),1,93,108,1.3,-9,1.1,-5,-0.4,12,-7
CCOC(=O)Cc1nnc(NC(=O)COc2ccc(OC)cc2)s1,-3,99,103,1.1,-2,0.1,-16,-0.4,3,-5
Cc1nnc(NC(=O)C2CCCCC2)s1,0,97,100,1.1,1,-2.3,26,-0.3,7,3
CS(=O)(=O)N(CC(=O)NCC1CCCO1)c1ccc(F)c(Cl)c1 (stereo not drawn),-8,106,98,1.3,0,0.8,56,-0.1,-4,-8
